PGC1a acetyl inh = modulators of PGC1a acetylation. U2OS PGC1a acetylation, AlphaScreen anti-acetyl-lysine; with virally co-expressed GCN5 acetyltransferase. inhibition, % at 15.6 µM. hit rate 0.17% among 350,000;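 active = every replicate shows inhibition of at least 40%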;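 also: 0% = neutral control wells and 100% = positive control wells; some results beyond the cut were filed as inactive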
LGR2 antag = inhibitors of bursicon-induced Drosophila LGR2 receptor cAMP signaling; hit rate 0.35% among 380,000; AID 720647; inhibition, % at 9.99 µM; HEK293 LGR2, CRE-luciferase, bursicon-stimulated, 4 h;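 active = drop in luminescence signal, shown as inhibition above about 50% in the replicate tests, limit read from the data, passing the limit was not always enough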;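 also: agonist challenge used bursicon conditioned medium at about half maximal strength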
Xi reactivation = reactivates the inactive X chromosome in mouse fibroblasts. XiGFP mouse fibroblasts, % GFP-positive cells imaging, 3 d; cells co-treated with 5-aza-dC sensitizer; scaled so ellipticine positive control = 100%. activation, % at 7.58 µM. hit rate 0.055% among 360,000. AID 743238;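 active = mean normalized replicate activation at least 10% and every replicate at or above 10%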;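 also: 0% = median of on-plate neutral control wells and 100% = ellipticine 6 µM median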
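Material: SV40-immortalized XiGFP fibroblast cells, line 68-5-11 | Buffer or medium: DMEM containing 5-aza-dC | Dosing: One concentration, pinned | Times: 3 d treatment, 15 min room-temperature fixation | Controls: Ellipticine 6 µM positive control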
SIRT5 block = blocks human SIRT5 desuccinylation of peptide; Q9NXA8; Purified SirT5, succinyl-peptide AMC, trypsin-coupled fluorescence; inhibition, % at 15 µM; hit rate 1.1% among 330,000; AID 652115; in the data active = inhibition above about 15%
C2C12 statin = protects C2C12 myotubes from simvastatin toxicity; ATP luminescence, 48 h; scaled: DMSO 0, geranylgeraniol control 100; rescue of ATP level, % at 7.49 µM; hit rate 0.78% among 330,000; AID 602340;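 active = mean ATP rescue above about 67%, or every replicate alone reaching that limit, limit read from the data, passing the limit was not always enough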;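 also: myotubes were challenged with 10 µM simvastatin during compound exposure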
S100A4 MyoIIA = blocks human S100A4 binding to myosin IIA peptide | P26447 | S100A4/TAMRA-MyoIIA peptide fluorescence polarization | inhibition, % at 10.7 µM | hit rate 0.14% among 360,000;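 active = mean inhibition of at least 70% across replicates, with every replicate also reaching that level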
Target sequence (P26447 whole entry, looked up): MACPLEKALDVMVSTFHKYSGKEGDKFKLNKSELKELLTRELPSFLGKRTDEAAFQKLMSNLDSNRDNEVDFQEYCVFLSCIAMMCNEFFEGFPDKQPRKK
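Test system: S100A4 monomer protein; Medium: HEPES pH 7.2 with CaCl2, KCl, NaCl, DTT, Triton; Probe or stimulus: TAMRA-labelled myosin IIA heavy-chain peptide probe, 5 nM; Doses: one dose per compound; Times: polarization read 5 min after assay mix addition, stable 5–60 min; Benchmarks: neutral control DMSO, positive control TFP.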
ERAP1 HTS inh = blocks human ERAP1 aminopeptidase activity | recombinant ERAP1, Leu-AMC fluorescence, 60 min | hit rate 0.15% among 340,000 | inhibition, % at 10.7 µM | AID 652197;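 active = mean replicate inhibition of at least 30%, or all replicates individually reaching that 30% level; inactive = mean below 30% and not every replicate reaching it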;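 also: 0% = neutral control wells and 100% = L-leucinethiol positive control wells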
Target sequence (Q9NZ08 whole entry, looked up): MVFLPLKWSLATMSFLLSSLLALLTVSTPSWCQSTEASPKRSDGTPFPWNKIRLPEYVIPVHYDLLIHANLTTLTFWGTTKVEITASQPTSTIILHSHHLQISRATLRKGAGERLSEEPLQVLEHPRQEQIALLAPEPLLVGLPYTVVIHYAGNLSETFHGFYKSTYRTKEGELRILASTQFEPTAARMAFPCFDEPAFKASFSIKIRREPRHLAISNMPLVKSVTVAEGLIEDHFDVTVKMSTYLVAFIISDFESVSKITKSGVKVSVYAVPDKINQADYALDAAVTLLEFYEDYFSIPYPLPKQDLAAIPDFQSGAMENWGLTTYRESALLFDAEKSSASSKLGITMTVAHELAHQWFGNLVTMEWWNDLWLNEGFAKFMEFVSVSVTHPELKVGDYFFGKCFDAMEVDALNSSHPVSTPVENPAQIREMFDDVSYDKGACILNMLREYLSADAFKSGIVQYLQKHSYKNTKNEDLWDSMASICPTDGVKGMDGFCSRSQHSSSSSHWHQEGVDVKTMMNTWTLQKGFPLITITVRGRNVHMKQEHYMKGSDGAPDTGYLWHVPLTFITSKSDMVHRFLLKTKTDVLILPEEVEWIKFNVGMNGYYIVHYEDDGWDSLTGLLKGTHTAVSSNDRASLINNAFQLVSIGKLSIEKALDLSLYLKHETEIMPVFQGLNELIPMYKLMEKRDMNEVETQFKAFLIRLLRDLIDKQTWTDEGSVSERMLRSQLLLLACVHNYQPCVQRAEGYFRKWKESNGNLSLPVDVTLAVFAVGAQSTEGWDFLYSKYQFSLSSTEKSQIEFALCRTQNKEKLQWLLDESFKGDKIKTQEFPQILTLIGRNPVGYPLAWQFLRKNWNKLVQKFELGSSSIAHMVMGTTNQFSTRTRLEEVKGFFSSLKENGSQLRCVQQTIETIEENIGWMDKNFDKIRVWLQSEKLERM
Cneo AK release = Cryptococcus neoformans lysis via adenylate kinase release | C. neoformans lysis, adenylate kinase release luminescence, 4 h; normalised: neutral wells 0, clomiphene wells 100 | lysis activity, % at 15 µM | hit rate 0.2% among 360,000 | AID 651654;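 active = mean lysis activity across replicates of at least 80%, whatever share of replicates individually reach that level; inactive = mean lysis activity below 80%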
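Signal: Adenylate kinase release luminescence | Assay system: Log-phase Cryptococcus neoformans yeast cells | Input: Cells at 5 × 10^6 per mL | Buffer or medium: Fresh YPD growth medium | Compound: Single dose | Schedule: Static 4 h at 37 °C with compound, 1 h detection | Controls: Clomiphene | Read-out: Luminescence rise reflecting yeast cell lysis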
Numbers without * were called inactive; · = not tested or not shown. The list is partial; the hit share may differ from the screen's.

#	Compound	PGC1a acetyl inh	LGR2 antag	Xi reactivation	SIRT5 block	C2C12 statin	S100A4 MyoIIA	ERAP1 HTS inh	Cneo AK release
1	COC(=O)C1=NN(C(C)=O)C2(CC(=O)N(c3cc(C)cc(C)c3)C2=O)C1 (configuration not stated)	·	5	0.0	-4	·	2	-2	0
2	O=C1C2C3c4ccccc4C(c4ccccc43)[C@@H]2C(=O)N1c1ccccn1 (some centres not stated)	·	·	1.3	1	·	-1	-2	·
3	O=C(O)c1ccc(N2CCCCC2)cc1	·	9	·	-5	2	0	0	1
4	Cc1cc(CC(=O)O)n(C)c1C(=O)c1ccc(Cl)cc1	-4	9	·	·	5	3	-4	-1
5	CCCCn1c(N)c(N(CC(C)C)C(=O)CSCc2c(C)noc2C)c(=O)[nH]c1=O	·	0	0.0	3	16	-5	-2	-1
6	COc1ccc(C(=O)C2CCCN(Cc3cnc(N4CCOCC4)s3)C2)cc1F (configuration not stated)	2	8	0.0	-5	·	-14	-2	3
7	Cc1c(C(=O)N2CCOCC2)c(S(=O)(=O)Nc2cccc(C#N)c2)c(C)n1C	-7	11	0.0	-2	8	1	1	2
8	CN(Cc1ccccc1)C(=O)C(=O)c1ccccc1	·	-18	0.2	·	·	1	-2	·
9	CCc1ccc(N2C(=O)CC(N(CC3CCCO3)C(=O)/C=C/C(=O)O)C2=O)cc1 (configuration not stated)	2	7	-0.1	·	7	·	·	5
10	O=C(CCNS(=O)(=O)c1ccc(Cl)cc1)N1CCN(c2ncccn2)CC1	3	-21	0.0	0	5	3	-2	6
11	C[C@H]1CN([C@@H](C)CO)C(=O)c2cc(NC(=O)Nc3cccc4ccccc34)ccc2O[C@H]1CN(C)S(C)(=O)=O	2	8	-0.6	-2	2	0	-1	2
12	Cc1cccc(C(=O)NCCCNC(=O)c2ccccn2)c1	6	-9	-0.1	-2	-9	-4	-1	-1
13	CO[C@H]1CN(C)C(=O)c2ccc(NC(=O)C3CCC3)cc2OC[C@@H](C)N(C(=O)CN(C)C)C[C@H]1C	-11	9	-0.1	·	5	·	·	0
14	CC(=O)N1CC(=O)N2[C@@H](CO)[C@@H](c3ccc(-c4ccc(C#N)cc4)cc3)[C@@H]2C1	1	-12	0.3	12	·	0	1	·
15	COc1ccc(S(=O)(=O)N2CCOCC2)cc1C(=O)Nc1cccc(C(=O)NC2CC2)c1	2	-13	0.0	·	0	-2	-4	10
16	CC1=CC(=O)C(C(C)C)=C/C1=N/OC(=O)c1cccc([N+](=O)[O-])c1	0	10	·	1	37	-2	3	-2
17	O=C1CCC/C1=C\c1ccccc1	·	-17	0.1	-6	·	0	-1	·
18	Cc1cc(C)c(NC(=O)CS(=O)CC(=O)N2CCN(c3ccccc3)CC2)c(C)c1 (configuration not stated)	-1	4	·	2	6	1	0	0
19	COC(=O)Nc1nnc(COc2cccc(C)c2)s1	3	·	0.2	-2	-2	-1	6	·
20	CSCCC(NC(=O)c1ccc([N+](=O)[O-])cc1Cl)C(=O)OC(C)C(=O)NCc1ccco1 (configuration not stated)	·	6	0.1	-1	-4	1	2	-2
21	CC(NC(=O)CSc1ncn[nH]1)c1ccc(Cl)cc1Cl (configuration not stated)	·	-11	0.0	-1	7	5	2	-2
22	Cc1ccc(S(=O)(=O)N[C@H]2CC[C@@H](CCNC(=O)Cc3ccccn3)O[C@@H]2CO)cc1	0	0	-0.2	-3	-9	-3	-3	-2
23	COc1cc(Cl)ccc1OCc1cc(C(=O)N2C[C@H]3CC[C@H]2C3)no1	·	-76	-0.2	0	7	-1	-1	4
24	COC(=O)C[C@@H]1C=C[C@@H](NS(=O)(=O)c2cccc(OC)c2)[C@@H](CO)O1	·	17	0.0	0	·	1	·	·
25	CC1CN(S(=O)(=O)c2ccccc2)C(C)N1C(=O)N1CCOCC1 (configuration not stated)	5	-7	0.0	4	·	0	1	-1

Compound profiles, from the list above. Order of screens: PGC1a acetyl inh	LGR2 antag	Xi reactivation	SIRT5 block	C2C12 statin	S100A4 MyoIIA	ERAP1 HTS inh	Cneo AK release
CC1=CC(=O)C(C(C)C)=C/C1=N/OC(=O)c1cccc([N+](=O)[O-])c1 in the list: 0	10	·	1	37	-2	3	-2
CC1CN(S(=O)(=O)c2ccccc2)C(C)N1C(=O)N1CCOCC1 (configuration not stated) in the list: 5	-7	0.0	4	·	0	1	-1
Cc1ccc(S(=O)(=O)N[C@H]2CC[C@@H](CCNC(=O)Cc3ccccn3)O[C@@H]2CO)cc1 in the list: 0	0	-0.2	-3	-9	-3	-3	-2
Cc1cccc(C(=O)NCCCNC(=O)c2ccccn2)c1 in the list: 6	-9	-0.1	-2	-9	-4	-1	-1
CN(Cc1ccccc1)C(=O)C(=O)c1ccccc1 in the list: ·	-18	0.2	·	·	1	-2	·

Values in list order from the entries so far.
Compounds 21 to 24 in SIRT5 block: -1, -3, 0, 0
Compounds 21 to 24 in S100A4 MyoIIA: 5, -3, -1, 1

Next part
#	Compound	PGC1a acetyl inh	LGR2 antag	Xi reactivation	SIRT5 block	C2C12 statin	S100A4 MyoIIA	ERAP1 HTS inh	Cneo AK release
26	CCCN(C)C[C@@H]1Oc2cc(-c3ccncc3)ccc2S(=O)(=O)N([C@@H](C)CO)C[C@@H]1C	-7	-5	0.0	12	-6	11	5	1
27	COc1cccc2c1OC[C@@H](CO)[C@H]2N(C)C(=O)Nc1ccccc1	-3	1	·	-2	·	0	-3	·
28	O=C(COC(=O)c1ccccc1[N+](=O)[O-])Nc1nnc(-c2ccccc2)o1	·	-7	0.0	-2	·	6	-2	5
29	CN(C)CCN(C(=O)C1CCCCC1)c1nc2cc3c(cc2s1)OCCO3	6	-41	0.1	-3	-1	2	-6	0
30	CCOC(=O)c1cc2c(=O)n3ccccc3nc2n(CCOC)c1=NC(=O)c1c(-c2c(F)cccc2Cl)noc1C	-5	17	-0.1	-7	-39	-1	0	1
31	C=CC[C@@H](CC(=O)N(CCO)Cc1ccccc1)C(=O)N[C@H](COC(=O)[C@@H](CC=C)CC(=O)OC(C)(C)C)c1ccccc1	-18	3	0.0	20*	0	3	12	1
32	COc1ccc(CCNC(=O)COC(=O)c2cc(Cl)nc(Cl)c2)cc1	4	-17	0.0	-2	3	-2	-1	4
33	CC(=O)c1ccc(NC(=O)CSc2nnc(-c3ccco3)o2)cc1	-3	-16	0.0	-1	-4	20	-4	-2
34	Cc1ccc(C)c(-c2ccc(=O)n(Cc3ccc(F)cc3Cl)n2)c1	·	-7	0.2	0	16	2	0	-7
35	OC[C@H]1Nc2ccc(-c3ccccc3)cc2[C@H]2[C@@H]1CCN2Cc1ccc(F)cc1	5	3	0.1	1	0	-4	2	13
36	COc1ccc2c3c(n(C)c2c1)[C@H](CO)N(Cc1ccccc1)CC31CCN(C(=O)Nc2cccc(F)c2)CC1	·	-1	0.1	0	·	16	4	·
37	CCOC(=O)c1cc(-c2cccc([N+](=O)[O-])c2)on1	-2	-2	0.0	4	3	-4	-3	5
38	C/C(=N\NC(=O)COc1cc(C)cc(C)c1)c1ccc(N2CCOCC2)cc1	·	-2	0.0	-2	·	7	-1	·
39	O=C(Nc1ccccc1)c1c(F)c(F)c(F)c(F)c1F	5	2	·	0	10	2	12	-1
40	CCn1ncc(Br)c1C(=O)Nc1c(C)nn(Cc2c(F)c(F)c(F)c(F)c2F)c1C	-3	5	0.1	-3	25	3	-1	-1
41	CCCn1c(SCC(=O)NC(C)c2ccccc2)n[nH]c1=O (configuration not stated)	-7	1	0.0	-4	9	2	0	4
42	O=C(N/N=C1\CCSC1)c1cc(Cl)ccc1O	2	-5	0.0	-1	·	-1	-3	·
43	CC(=O)Nc1cccc(NC(=O)c2cccc(OCc3ccccc3)c2)c1	1	22	0.3	-1	5	1	-4	-2
44	COc1ccc(C(=O)NC2CC2)cc1OC1CCN(Cc2cnn(C)c2C)CC1	-8	22	0.0	-2	14	3	-2	-4
45	O=C(NCCC(=O)N1CCN(c2cccc(Cl)c2)CC1)c1ccc(Br)cc1	-1	-18	0.1	-5	4	-8	-1	-1
46	CCc1nc2c(OCCc3cccc(OC)c3)cccn2c1N(C)C(=O)c1ccc(OC)cc1	11	3	0.3	-9	5	-1	1	0
47	Cc1ccccc1CC(=O)NCC1CCCCC1	·	26	0.0	-3	3	2	-1	0
48	COC(=O)c1c(NC(=O)C2Cc3ccccc3C(=O)O2)sc2c1CCCC2 (configuration not stated)	5	-6	0.0	-2	5	-5	-4	·
49	CNC(=O)/C(C#N)=C/c1ccc(-c2ccccc2[N+](=O)[O-])o1	·	-72	0.0	-1	·	0	-4	·
50	Cn1c(=O)cc(Nc2ccccc2)c2c(=O)n(-c3ccccc3)c(=O)n(-c3ccccc3)c21	0	-5	-0.1	-16	·	19	-10	1

Ordered by the number under SIRT5 block (smallest number first): some entries from above
| item | Compound | PGC1a acetyl inh | LGR2 antag | SIRT5 block | S100A4 MyoIIA | ERAP1 HTS inh |
| --- | --- | --- | --- | --- | --- | --- |
| 29 | CN(C)CCN(C(=O)C1CCCCC1)c1nc2cc3c(cc2s1)OCCO3 | 6 | -41 | -3 | 2 | -6 |
| 28 | O=C(COC(=O)c1ccccc1[N+](=O)[O-])Nc1nnc(-c2ccccc2)o1 | · | -7 | -2 | 6 | -2 |
| 31 | C=CC[C@@H](CC(=O)N(CCO)Cc1ccccc1)C(=O)N[C@H](COC(=O)[C@@H](CC=C)CC(=O)OC(C)(C)C)c1ccccc1 | -18 | 3 | 20* | 3 | 12 |

More structures:
#	Compound	PGC1a acetyl inh	LGR2 antag	Xi reactivation	SIRT5 block	C2C12 statin	S100A4 MyoIIA	ERAP1 HTS inh	Cneo AK release
51	O=C1CCC(C(=O)N2CCCC2)CN1CCc1cccc(F)c1 (configuration not stated)	-8	11	0.0	-3	5	-3	2	2
52	Cc1ccc(C)c(NC(=O)COc2coc(CN3CCc4ccccc43)cc2=O)c1	8	10	0.2	0	-7	-1	-7	-2
53	C[C@@H]1CN([C@H](C)CO)C(=O)CCCn2nncc2CO[C@@H]1CN(C)Cc1ccc(C(F)(F)F)cc1	4	17	-0.4	1	11	-2	-5	-4
54	CN1c2ccc(-c3cccc(F)c3)cc2[C@@H]2[C@@H](CCN2C(=O)C2CCOCC2)[C@H]1CO	12	3	0.1	-14	-14	10	0	-27
55	CC(C)(C)NC(=O)NC(=O)CN1CCN(c2ccccc2O)CC1	-13	11	0.2	·	·	10	0	·
56	COCC(=O)N1[C@H](C#N)[C@H](c2ccc(-c3cccc(F)c3)cc2)[C@@H]1CO	-9	1	0.3	0	-3	-2	2	3
57	C[C@H]1CN([C@@H](C)CO)C(=O)c2ccccc2-c2ccccc2CO[C@H]1CN(C)Cc1ccc2c(c1)OCO2	-1	7	-0.5	-1	·	-4	-5	-1
58	Cc1ccc(S(=O)(=O)N2CCOCC2)cc1C(=O)Nc1ccncc1	-2	13	0.0	0	-1	8	1	-1
59	O=C(NN1CCOCC1)c1cc(-c2ccc(Cl)c(Cl)c2)nc2ccccc12	7	-2	0.3	·	9	·	·	0
